POLH inh – blocks human DNA polymerase eta activity; Q9Y253; recombinant Pol eta, fluorescent DNA replication assay; Potency, µM (top dose mostly 114 µM), for the others: at the highest dose activity change, negative = inhibition, most hits filed as inhibitors; 390,000 tested, 1.2% active; AID 588591; note: % is set by controls: 0 for no effect and ±100 for the full control effect
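Pol eta (10 nM) was preincubated with compounds for 15 min at room temperature, after which fluorescent replication substrate (50 nM final) was added to start the reaction. Fluorescence was read kinetically at 0 and 10 min.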
G9a block – inhibitors of human histone lysine methyltransferase G9a. 350,000 tested, 8.8% active. G9a H3K9 monomethylation, AlphaScreen, 2 h. AID 504332. Potency, µM (highest dose often 102 µM), without a hit: top-dose activity, negative = inhibition, most hits filed as inhibitors. Q96KQ7; note: % is set by controls: 0 for no effect and ±100 for the full control effect; nearly all actives have a fitted effect of over 75% in size
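Step 1: enzyme (final 20 nM) with compound, 15 min RT. Step 2: substrate peptide 500 nM and SAM 20 uM, 2 h RT. Step 3: anti-H3K9me1 antibody and AlphaScreen beads, 10 min, then plate read.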
Pol iota inh – DNA polymerase iota (human) inhibition; Pol iota fluorescent replication assay, 10 min; 390,000 tested, 1% active; Potency, µM (doses to about 115 µM), without a hit: top-dose activity, negative = inhibition, usual class: inhibitors
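Pol iota at 10 nM preincubated 15 min with compounds at room temperature; reaction started with fluorescent substrate, 50 nM final. Fluorescence read kinetically at 0 and 10 min; buffer-only wells as negative control.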
APE1 inh – inhibitors of human APE1 endonuclease; Potency, µM (series often up to 65.8 µM), inactives show top-dose activity change, negative = inhibition, actives largely listed as inhibitors; recombinant APE1, TAMRA/BHQ-2 abasic DNA cleavage fluorescence; 350,000 tested, 0.35% active; AID 2517; P27695;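 note: plate controls were vehicle for no effect and reference inhibitor for full effect; nearly all actives have a fitted effect of over 55% in size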
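Measures dequenching upon AP-site incision of a 5'-TAMRA/3'-BHQ-2 THF-containing duplex, 50 nM; human APE1 0.75 nM after 15 min room-temperature exposure to compound; kinetic three-point read at one-minute spacing.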
POLB inh – DNA polymerase beta (human) inhibition; P06746; Pol beta primer extension/strand displacement, fluorescence kinetic; Potency, µM (series often up to 114 µM), for the others: at the highest dose activity change, negative = inhibition, hits mostly inhibitors; 340,000 tested, 1.3% active; AID 485314; note: % is set by controls: 0 for no effect and ±100 for the full control effect
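Kinetic readout of DNA synthesis with strand displacement by Pol beta. Compound and 10 nM enzyme sit 15 min at room temperature; 50 nM substrate starts the reaction, read immediately and at 10 min.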
BLM helicase inh – blocks DNA unwinding by human BLM helicase; 350,000 tested, 0.2% active; P54132; recombinant BLM DNA unwinding, fluorescence dequenching; AID 2528; Potency, µM (series often up to 56.1 µM), without a hit: top-dose activity change, negative = inhibition, most hits filed as inhibitors;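 note: plate controls were vehicle for no effect and no enzyme for full effect; nearly all actives have a fitted effect of over 35% in size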
BAZ2B block – BAZ2B (human) inhibition; Q9UIF8; AlphaScreen BAZ2B-H3K14Ac peptide displacement; Potency, µM (doses to about 114 µM), for the others: at the top dose activity change, negative = inhibition, usual class: inhibitors; 360,000 tested, 4.4% active; AID 504333; note: % is set by controls: 0 for no effect and ±100 for the full control effect; nearly all actives have a fitted effect of over 60% in size
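Inhibition is scored as reduced AlphaScreen emission. The BAZ2B/b-H3(5-23)K14Ac complex (50 nM each) in PBS pH 7.4, 0.01% Tween-20 meets compound (up to 110 uM) for 30 min at RT before bead addition.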
POLK inh – inhibitors of human DNA polymerase kappa; purified Pol kappa, fluorescent DNA synthesis assay, 10 min; Potency, µM (doses to about 107 µM), inactives show at the highest dose activity, negative = inhibition, most hits filed as inhibitors; 400,000 tested, 0.53% active; AID 588579; note: % is set by controls: 0 for no effect and ±100 for the full control effect
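10 nM Pol kappa was preincubated with compounds for 15 min at room temperature. Reaction started with 50 nM (final) substrate. Fluorescence read kinetically at 0 and 10 min.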
JMJD2A Tudor – JMJD2A Tudor domain (human) inhibition. AlphaScreen JMJD2A-Tudor / H3K4me3 peptide binding. Potency, µM (series often up to 114 µM), for the others: at the top dose activity change, negative = inhibition, hits mostly inhibitors. 390,000 tested, 4.4% active. O75164. AID 504339; note: % is set by controls: 0 for no effect and ±100 for the full control effect; nearly all actives have a fitted effect of over 50% in size
Target sequence (O75164 whole entry, looked up, the tested form may be a part): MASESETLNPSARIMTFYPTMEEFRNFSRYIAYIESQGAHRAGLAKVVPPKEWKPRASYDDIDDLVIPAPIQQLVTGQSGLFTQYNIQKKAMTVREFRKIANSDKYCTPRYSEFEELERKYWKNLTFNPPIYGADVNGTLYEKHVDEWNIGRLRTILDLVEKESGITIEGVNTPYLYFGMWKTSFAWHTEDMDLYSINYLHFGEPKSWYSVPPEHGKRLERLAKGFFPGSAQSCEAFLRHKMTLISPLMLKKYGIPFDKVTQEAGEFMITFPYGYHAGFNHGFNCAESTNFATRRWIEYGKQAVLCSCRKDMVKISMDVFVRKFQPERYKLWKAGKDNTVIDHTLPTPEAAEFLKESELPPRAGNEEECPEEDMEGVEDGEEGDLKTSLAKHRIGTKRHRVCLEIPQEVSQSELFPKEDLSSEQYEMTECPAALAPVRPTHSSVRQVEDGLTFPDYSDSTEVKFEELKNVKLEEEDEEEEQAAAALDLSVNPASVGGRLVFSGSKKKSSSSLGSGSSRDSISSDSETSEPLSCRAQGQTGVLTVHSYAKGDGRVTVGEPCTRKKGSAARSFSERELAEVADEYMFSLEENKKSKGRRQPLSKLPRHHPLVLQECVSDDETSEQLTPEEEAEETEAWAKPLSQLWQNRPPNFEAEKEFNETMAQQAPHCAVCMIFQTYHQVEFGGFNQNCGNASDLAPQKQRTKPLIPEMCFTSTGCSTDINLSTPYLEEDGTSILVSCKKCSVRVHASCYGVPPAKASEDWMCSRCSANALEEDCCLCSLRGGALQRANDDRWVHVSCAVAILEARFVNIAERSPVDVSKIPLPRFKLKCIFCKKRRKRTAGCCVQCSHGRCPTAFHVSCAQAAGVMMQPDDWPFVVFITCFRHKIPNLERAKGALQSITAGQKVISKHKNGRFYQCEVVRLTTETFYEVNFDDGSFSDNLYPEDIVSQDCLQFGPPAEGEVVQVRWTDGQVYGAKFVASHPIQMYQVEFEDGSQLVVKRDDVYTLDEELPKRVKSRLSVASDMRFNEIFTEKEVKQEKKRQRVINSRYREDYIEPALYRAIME
Active calls of the source: *; ? = inconclusive; . = not tested or not shown; & = joins results of further samples; [ ] = remark or other dose. Calls come from the whole dose curve; as a rule, active = well fitted curve in the direction sought with a large enough effect; inconclusive = small, poorly fitted or top-dose-only effect, or another doubt; inactive = no such curve, though single readings can be large; an effect the other way counts as inactive or inconclusive. Potency is the fitted concentration of half-maximal effect.

no.	Structure	POLH inh	G9a block	Pol iota inh	APE1 inh	POLB inh
1	COc1ccc(-n2c(-c3ccccc3[N+](=O)[O-])nc3ccccc3c2=O)cc1	-2%	21%	6%	2%	62%
2	COCc1c(CN)cnc(C)c1N	0%	26%[59 µM]	-12%	-3%	-9%
3	Cc1ccc2c(Cl)cc(Cl)c(OCC(=O)N(C(C)C)C(C)C)c2n1	-8%	-30%	103%[activator]	?	-12%
4	CC(C)=CCC/C(C)=C/CNC(=O)C[C@H]1C[C@H](C(=O)N(C(C)C)C(C)C)[C@@]2(C)c3[nH]c4ccc(Cl)cc4c3CCN2C1=O	-24%	.	37%[activator]	4%	.
5	COc1c(C)cc(C(=O)C2CCCN(Cc3cccc(C)n3)C2)cc1C (stereo unspecified)	-9%	0%	17%	1%	7%
6	CN(C)CC1CCCCC1=O (stereo unspecified)	-18%	-1%[59 µM]	44%[activator]	0%	2%
7	CCN(CC)P(=S)(c1c(C)nc2ccccn12)c1c(C)nc2ccccn12	-6%	14µM*	?	0%	31%
8	CC(C)Oc1cccc(NC(=O)c2cccn(Cc3ccc4c(c3)OC(F)(F)O4)c2=O)c1	?	19%[59 µM]	-11%	?	5%

no.	BLM helicase inh	BAZ2B block	POLK inh	JMJD2A Tudor
1	-4%	?	-5%	?
2	0%	-3%	-5%	-23%
3	-2%	1%	-10%	0%
4	.	.	2%	-27%
5	0%	-24%	7%	-16%
6	-3%	-2%	3%	-7%
7	-3%	-4%	-13%	-12%
8	-17%	6%	-11%	-5%

Two entries from above, with two lines to a compound.
Order of values – POLH inh | G9a block | Pol iota inh | APE1 inh | POLB inh | BLM helicase inh | BAZ2B block | POLK inh | JMJD2A Tudor
7) CCN(CC)P(=S)(c1c(C)nc2ccccn12)c1c(C)nc2ccccn12
→ -6% | 14µM* | ? | 0% | 31% | -3% | -4% | -13% | -12%
8) CC(C)Oc1cccc(NC(=O)c2cccn(Cc3ccc4c(c3)OC(F)(F)O4)c2=O)c1
→ ? | 19%[59 µM] | -11% | ? | 5% | -17% | 6% | -11% | -5%

Returning to the listing, repeating the three entries before the break.
no.	Structure	POLH inh	G9a block	Pol iota inh	APE1 inh	POLB inh
6	CN(C)CC1CCCCC1=O (stereo unspecified)	-18%	-1%[59 µM]	44%[activator]	0%	2%
7	CCN(CC)P(=S)(c1c(C)nc2ccccn12)c1c(C)nc2ccccn12	-6%	14µM*	?	0%	31%
8	CC(C)Oc1cccc(NC(=O)c2cccn(Cc3ccc4c(c3)OC(F)(F)O4)c2=O)c1	?	19%[59 µM]	-11%	?	5%
9	O=C(O)C1C2CC3CC(C2)CC1(n1ncc(N2CCC4(CC2)OCCO4)c(Cl)c1=O)C3 (stereo unspecified)	-16%	-3%	20%	1%	-23%
10	CC1O[C@@H](Oc2c(-c3ccc(O)c(O)c3)oc3cc(O)cc(O)c3c2=O)C(O)C(O)C1O (stereo partly specified)	.	-41%[2.33 µM]	.	?	.
11	CC(NC(C)(C)C)C(=O)c1cccc(Cl)c1 (stereo unspecified)	-7%[57.1 µM]	8%[59 µM]	1%[58.9 µM]	3%	1%
12	FCCN(CCF)c1cccc(Cl)c1	-18%	3%[12.7 µM]	18%	-1%	1%
13	Cc1cccc(-n2c(O)c(/C=C3/C(c4ccccc4)=Nc4ccccc43)c(=O)[nH]c2=O)c1	-24%	?	?	5%	14%
14	O=C(NCC(c1cccnc1)N1CCN(c2ccc(F)cc2)CC1)Oc1ccccc1 (stereo unspecified)	6%	-7%[59 µM]	0%	0%	40%
15	CCC(C)n1c(O)c(C=NCCN2CCOCC2)c(=O)[nH]c1=S (stereo unspecified)	-23%	-9%	51%[activator]	-1%	-9%
16	O=P1(Oc2ccccc2)CC=C[C@H](COCc2ccccc2)O1 (stereo partly specified)	1%	30%[12.7 µM]	-17%	3%	?

no.	BLM helicase inh	BAZ2B block	POLK inh	JMJD2A Tudor
6	-3%	-2%	3%	-7%
7	-3%	-4%	-13%	-12%
8	-17%	6%	-11%	-5%
9	-5%	0%	1%	5%
10	-11%	.	?	.
11	-4%&-2%	19%	-14%[60.1 µM]	-10%
12	-3%	2%	-1%	5%
13	0%	40µM*	1%	?
14	3%	-14%	-4%	?
15	0%	-2%	-2%	-6%
16	0%	3%	14%	-1%

Carrying on:
no.	Structure	POLH inh	G9a block	Pol iota inh	APE1 inh	POLB inh
17	O=C(O)[C@H]1[C@H]2CN[C@H](C(=O)O)[C@H]21	.	8%[59 µM]	.	4%&1%	.
18	Cc1ccc(C(=O)C2CN3CCC2CC3)cc1 (stereo unspecified)	-13%	?	-10%	4%	0%
19	CC1=NN(c2ccccc2)C(=O)C1/C=C1\C(=O)NC(=O)N(c2ccc(C)c(C)c2)C1=O (stereo unspecified)	-16%	45µM*	-17%	10%	-15%
20	CC1(C(=O)O)C2CCC(O2)C1(C)C(=O)O (stereo unspecified)	-5%[57.1 µM]	36%[activator][12.7 µM]	4%[58.9 µM]	-5%	-7%[57.1 µM]
21	Cc1ccccc1CN1Cc2cnnn2-c2ccccc2C1C#N (stereo unspecified)	-19%	.	?	.	.
22	O=C(c1ccccc1)N1C(=O)C(c2ccccc2)Oc2ccccc21 (stereo unspecified)	-17%	48%	62%[activator]	-2%	0%
23	COC(=O)CC(NC(=S)N1CC2C[C@@H](C1)Cn1c2cccc1=O)C(=O)OC (stereo partly specified)	-3%	-4%	-15%	15%	15%
24	O=[N+]([O-])c1cc(F)c(N2CCCC2)cc1Br	-2%	?	17%	-1%	-16%

no.	BLM helicase inh	BAZ2B block	POLK inh	JMJD2A Tudor
17	-2%	.	2%&-8%[19.4 µM]	.
18	-4%	8%	11%	-3%
19	0%	?	-8%	-5%[11.4 µM]
20	.	.	-5%[60.1 µM]	.
21	.	.	4%	-4%
22	-2%	22%	3%	32%[activator]
23	0%	-3%	6%	5%
24	-2%	-28%	-1%	-24%

(listing goes on)
no.	Structure	POLH inh	G9a block	Pol iota inh	APE1 inh	POLB inh
25	COc1ccccc1NC1(C#N)CCCCC1	2%	?	9%	0%	0%
26	O=C(c1ccc(C(F)(F)F)cc1)C1CCCN(C2CCSCC2)C1 (stereo unspecified)	-26%	.	47%[activator]	16%	12%
27	COCCCn1c(N)c(C(=O)Nc2sc3c(c2C(=O)OC)CCCC3)c2nc3ccccc3nc21	-17%	4%[12.7 µM]	23%	1%	10%
28	COC(=O)C1C2CC[C@@H](CC1OC(=O)c1ccccc1)N2 (stereo partly specified)	0%	.	-2%	-2%	.
29	Cc1ccc(-c2nnc(C)c(N3CCCC3)n2)cc1	-20%	6%	48%[activator]	14%	-5%
30	CCC1(CC)COP(=O)(OCC(Cl)CCl)OC1 (stereo unspecified)	-18%	.	87%[activator]	.	.
31	CCOP(=S)(OCC)N1CC1	-12%	.	99%[activator]	.	.
32	Cc1cccc2c(CCN)c[nH]c12	-3%	?	35%[activator]	-2%	2%

no.	BLM helicase inh	BAZ2B block	POLK inh	JMJD2A Tudor
25	-3%	-35%	-3%[60.1 µM]	-5%
26	-4%	0%	-2%	-16%
27	-2%	-3%	-4%[60.1 µM]	?
28	.	.	6%	-8%
29	2%	0%	3%	16%
30	.	.	-7%	-4%
31	.	.	-3%	-14%
32	-1%	-16%	-5%	?

(cont.)
no.	Structure	POLH inh	G9a block	Pol iota inh	APE1 inh	POLB inh
33	CC12CCC3C(CC=C4CC(O)CCC43C)C1C/C(=C\c1cccc(F)c1)C2=O (stereo unspecified)	-17%	3%[59 µM]	-9%	10%	8%[57.1 µM]
34	Cc1cccc(CN2C(=O)CN=C(c3ccccc3Cl)c3cc(Cl)ccc32)c1	-7%	-28%[59 µM]	-6%	.	-1%
35	COc1ccc(-n2c(SC)nc3ccccc3c2=O)cc1	-15%	52%[activator]	-11%	0%	2%
36	CCN(CC)C(=O)c1ccc(NC(=O)c2cc(S(=O)(=O)N3CCCCCC3)ccc2OC)cc1	-11%	-8%	19%	-9%	.
37	Cc1ccc(-c2nn(Cc3ccccc3)cc2C=O)cc1	-20%	23%[59 µM]	-20%	29%	25%
38	O=c1[nH]c(O)c(C=NC2CCN(Cc3ccccc3)CC2)c(=O)[nH]1	1%	7%[59 µM]	9%	-4%	23%
39	COc1ccc(OCc2n[nH]c(=S)n2Cc2ccco2)cc1	-4%	2.8µM*	-9%	-8%	-22%
40	CC1CC(C)CN(CC(=O)c2ccc(OC(F)F)cc2)C1 (stereo unspecified)	-16%	?	28%	5%	25%

no.	BLM helicase inh	BAZ2B block	POLK inh	JMJD2A Tudor
33	-4%	-27%	-7%	-9%
34	-6%	-4%	-12%[60.1 µM]	-8%
35	1%	24%	-2%	4%
36	.	1%	8%	-11%
37	-2%	14%	-14%	27%
38	-2%	-3%	-4%	-6%
39	-3%	?	-22%	?
40	7%	-29%	-1%	-5%

The list continues.
no.	Structure	POLH inh	G9a block	Pol iota inh	APE1 inh	POLB inh
41	COC(=O)C1=C(c2ccc(-c3ccccc3)c(F)c2)C[C@@H]2CC[C@H]1N2C(=O)NC1CCCCC1	-22%	9%[0.501 µM]	-20%	28%	.
42	O=C(c1cc2ccccn2n1)N1CCN(Cc2ccccc2)CC1	-18%	?	-13%	-3%	1%
43	COc1cc(CC(=O)N2C[C@H]3C[C@@H](C2)c2cccc(=O)n2C3)cc(OC)c1OC	-13%	1%[0.501 µM]	1%	-2%	.
44	COc1ccc(C[C@H]2NC[C@H](O)[C@H]2OC(C)=O)cc1	-3%	-2%[59 µM]	-2%	-3%	.
45	O=C(/C=C/c1ccc(Br)cc1)NC(=S)N1C[C@H]2C[C@H](C1)c1cccc(=O)n1C2	-16%	50µM*	32%[activator]	3%	25%

no.	BLM helicase inh	BAZ2B block	POLK inh	JMJD2A Tudor
41	.	-15%	8%	-14%
42	-3%	1%	5%	-1%
43	.	8%	20%	-8%
44	.	.	-14%	-16%
45	-1%	-11%	0%	-31%

An excerpt; count on the stated rates, not on these rows.
